Compound activity: PubChem, NCI
Growth percent in the NCI-60 one-dose screen (48 h, 10 µM unless noted): 100 = growth as untreated, 0 = no growth, -100 = all killed.
HL-60(TB): HL-60(TB) leukemia cells; 78,000 tested, 9% active; AID 1794776; active = growth percent below 10
An asterisk follows results filed as active; & = joins results of further samples. The list is partial. The share of hits here may be higher or lower than overall.

compound	HL-60(TB)
O=C(CN1CCN(c2cc(=O)n(-c3ccccc3)c3ccccc23)CC1)Nc1cccc([N+](=O)[O-])c1	75
C=CCN1C(=O)c2cccc3c(Nc4ncccc4O)ccc(c23)C1=O	99
COC(=O)[C@@H](NC(=O)CNC(=O)[C@H]1CCCN1C(=O)C(Cc1ccccc1)NC(=S)Nc1cc(C(F)(F)F)cc(C(F)(F)F)c1)C(C)C (stereo partly specified)	78
CC1SC(c2cccs2)N(Nc2ccccc2)C1=O (stereo unspecified)	109
CCOC(=O)c1cc(-c2nc3ccccc3s2)c(=O)n(NS(=O)(=O)c2ccc(C)cc2)c1N	102
C=CCOC(=O)Oc1ccc(Cl)cc1	122
CC(=O)Nc1cccc(Nc2nc(N[C@H](C)c3ccccc3)c3ccccc3n2)c1	14
COc1ccc(C2=NN(C(C)=O)C(c3ccc(C)s3)C2)cc1 (stereo unspecified)	93
CCN(CC)CCOC(=O)c1ccc([N+](=O)[O-])cc1	92
CCOC(=O)/C=C/c1cccc2c1C(=O)NC(C)(c1cc3cc(Br)ccc3oc1=O)N2 (stereo unspecified)	27
O=C1S/C(=C\c2ccco2)C(=O)N1/N=C/c1ccco1	100
CCOC(=O)C(=CCC(C)C)C(=O)OCC	41
O=C(NNc1nc2cc(F)cc(F)c2n2cccc12)c1cnccn1	-25*
C/C=C/C1OC23CCCCC2C(C#N)(C(=N)O3)C1(C#N)C#N (stereo unspecified)	106
COc1ccccc1-c1c(-c2ccccc2)c[nH]c1C(=O)O	87
CC1(C)OC2C(CO)OC(n3cnc4c(=S)nc(N)[nH]c43)C2O1 (stereo unspecified)	111
COc1ccc(-c2cc(=O)c3c(C)cc(O)cc3o2)cc1	124
NP(=O)(Oc1c2occc2cc2ccc(=O)oc12)N(CCCl)CCCl (stereo unspecified)	91
COc1cc(-c2ccc[nH]2)[nH]c1/C=C1\N=C(C)C(CC(=O)OCC(C)(C)C)=C1C	-45*
CSc1nc(N)nc2nc(C)cc(C)c12	89
CCOC(=O)c1cc(C(=O)c2ccc(Br)cc2)n2ccncc12	74
Cc1cc2c(-c3nc4ccccc4n3C)c(O)c(O)cc2c(O)c1-c1c(C)cc2c(-c3nc4ccccc4n3C)c(O)c(O)cc2c1O	77
CCCCCCN(CCCCCC)C(=O)C(C)O (stereo unspecified)	89
CC1(C)N=C(N)N=C(N)N1c1ccc(CCC(=O)Nc2ccc(S(=O)(=O)F)cc2)cc1	19
O=C(Nc1ccccc1C(=O)O)/C(Cl)=C/c1ccc(Cl)cc1Cl	106
O=C1NC(=NCc2ccccc2)NC1(c1ccccc1)c1ccccc1	80
C=CC(=O)OCCOCCCC	95
O=C1NC(=O)/C(=C\c2cccc(O)c2)N1	117
COc1cc(/C=C/c2nnc(-c3cc(-c4ccc(C)c(C)c4)n[nH]3)o2)cc(OC)c1OC	95
Cc1cn(C2CC(O)C(COP(=O)(O)O)O2)c(=O)[nH]c1=O (stereo unspecified)	99

Taken from above, two compounds:
compound	HL-60(TB)
O=C(CN1CCN(c2cc(=O)n(-c3ccccc3)c3ccccc23)CC1)Nc1cccc([N+](=O)[O-])c1	75
C=CCN1C(=O)c2cccc3c(Nc4ncccc4O)ccc(c23)C1=O	99

Returning to the listing; the four compounds before the break are reprinted first.
compound	HL-60(TB)
C=CC(=O)OCCOCCCC	95
O=C1NC(=O)/C(=C\c2cccc(O)c2)N1	117
COc1cc(/C=C/c2nnc(-c3cc(-c4ccc(C)c(C)c4)n[nH]3)o2)cc(OC)c1OC	95
Cc1cn(C2CC(O)C(COP(=O)(O)O)O2)c(=O)[nH]c1=O (stereo unspecified)	99
Cc1ccc(NC(=O)N/N=C/c2cc3ccccc3n3nnnc23)cc1	99
O=C(O)c1ccc(C(=O)O)o1	90
COC(=O)Cn1c(-c2ccc(C)cc2)nc2cc3nc4ccccc4nc3cc21	94
Cc1cc(OC(=O)N(C)C)c(Cl)cc1Cl	84
CCOc1ccc2nc(C)cc(Nc3ccc(S(=O)(=O)Nc4cc(C)on4)cc3)c2c1	85
COc1ccc(C2=C(C#N)C(=O)N3C(=S)N(c4ccccc4)C(=O)C23)cc1 (stereo unspecified)	96
O=C(Nc1cc(-c2ccccc2)nn1-c1ccccc1)c1ccc(Cl)cc1	78
O=C(Nc1cccc(C(F)(F)F)c1)C1=NCCCCN1	101
CC1=C(C)C(=O)OC1=O	106
Nc1cc(Cl)cc2c1-c1ccc(Cl)cc1C2O (stereo unspecified)	99
OCCOc1ccc(OCCO)cc1	94
O=C1/C(=C/c2cccs2)CCc2ccccc21	98
COc1ccc(-c2cc(-c3ccc(OC)cc3)nc(NCCCNc3ccnc4cc(Cl)ccc34)n2)cc1	-38*
O=C(O)c1ccc(-n2cc(CNc3ccc(OC(F)(F)F)c(C(F)(F)F)c3)c(-c3ccc(F)cc3)n2)cc1	85
O=C=Nc1cc(Cl)ccc1Cl	95
CCCCCCCCCCCCCC1=NC(C)(C)CN1C(C)C	-67*
Nc1cccc(CC(=O)Nc2ccccc2)c1	95
CC1=CC(=O)C2=C(C)CC(OC(=O)CCc3ccccc3)[C@@H]3[C@H](OC(=O)[C@@H]3C)[C@@H]12 (stereo partly specified)	88
COC(=O)[C@@H](Cc1c[nH]c2ccccc12)NC(=O)[C@H](Cc1ccccc1)NCc1ccncc1	81
N#Cc1cnc2cc(OC[C@@H](O)CO)c(NC(=O)C3CCCC3)cc2c1Nc1ccc(OCc2cccc(F)c2)c(Cl)c1	-29*
Clc1ccc(SSc2ccc(Cl)cc2)cc1	102
Cn1cc(-c2nc(-c3cccnc3)cs2)c2ccccc21	103
COc1ccc(-c2nc3ccc(C(=O)NN4C(=O)c5ccc([N+](=O)[O-])cc5C4=O)cc3[nH]2)cc1	104
COc1cc(-c2nc(SCC(=O)Nc3nc4ccc(C)cc4s3)[nH]c(=O)c2C#N)ccc1O	92
CN(C)CCCN1c2ccccc2S(=O)c2ccc(Cl)cc21 (stereo unspecified)	77
CC1(C)CCc2cc(-c3ccn(S(=O)(=O)c4cccc(C(F)(F)F)c4)n3)ccc2O1	73
CC(=O)c1ccc(N=Nc2c(N)nc(N)nc2N)cc1	89
CC12CC[C@@H]3[C@]4(C)COC(c5cc(F)cc(F)c5)O[C@@H]4CC[C@@]3(C)[C@@H]1CC(C1=CCOC1=O)O2 (stereo partly specified)	31
CC12CCCCC1C(C(N)=O)C(=O)O2 (stereo unspecified)	102
Oc1cccc2c1CCCC2O (stereo unspecified)	110
CN(C)c1cn2c(CN3CCOCC3)nc3ccccc3c2n1	108
CCCc1c(C)nc2scc(-c3ccccc3)n2c1=O	103
C#CCOc1ncnc2sc3c(c12)CCN(C(=O)OCC)C3	80
Cn1cc(-c2nc(N)nnc2-c2c[nH]c3ccccc23)c2cc(Br)ccc21	-0.4*
CCN1CCN(c2nc(NNC(=O)c3ccccc3)nc(N3CCN(C(c4ccccc4)c4ccccc4)CC3)n2)CC1	23
O=C1/C(=C/c2ccc(F)cc2)CCc2ccccc21	92
O=[N+]([O-])c1ccc2c(c1)CCC2	103
OC(c1ccccc1)C1(c2ccccc2)CCN(Cc2ccccc2)CC1 (stereo unspecified)	96
Nc1ccc(CC(=O)O)cc1S(=O)(=O)O	117
CCOC(=O)[C@H](CSSc1ncnc2cc[nH]c12)NC(=O)[C@@H](C)c1ccc2cc(OC)ccc2c1	7.6*
COc1cc(CCn2nnc3c(NCCCCO)ncnc32)cc(OC)c1	133
C/C=C(/C)N(C(C)=O)N(C(C)=O)c1ccc([N+](=O)[O-])cc1[N+](=O)[O-]	109
COc1cc(NCCN(CC(C)C)CC(C)C)c2ncc(C)cc2c1	88
CC[C@H](Nc1ncnc2nc[nH]c12)c1nc2cccc(C(=O)Nc3ncc(C(=O)NO)cn3)c2c(=O)n1-c1ccccc1	101
CCCCCCCCCCCCc1ccc(C[N+](C)(C)CC[N+](C)(C)Cc2ccc(CCCCCCCCCCCC)cc2)cc1	87
Cc1cc(Nc2nc(N3CCNCC3)nc3ccccc23)n[nH]1	106
COc1ccc(/C=C(\C#N)C(=O)Nc2cc(-c3ccccc3)nn2-c2ccccc2)cc1	95
O=[N+]([O-])c1ccc(OCCCOc2ccc(S(=O)(=O)Cl)cc2)c(Cl)c1	103
COC1=C(OC)C(=O)C(OC)=C(OC)C1=O	102
O=c1[nH]c(=S)n2c(c1-c1ccccc1)OC(CBr)C2 (stereo unspecified)	92
CN1C(=O)N(C)C2C1NN=c1s/c(=C\C=C\c3ccccc3)c(=O)n12 (stereo unspecified)	17
CCNc1ccc2ccccc2c1N=Nc1ccc(N=Nc2ccccc2)cc1	108
O=C(/C=C/c1ccccc1)Nc1ccc(-c2nc3ccccc3c(=O)[nH]2)cc1	82
COc1cc(C(=O)/C=C/c2ccc(N3CCN(C)CC3)cc2)cc(OC)c1OC	98
Cn1cc(C(=O)Nc2cc(C(=O)NCCC(=N)N)cn2C)cc1NC(=O)CN=C(N)N	105
C#CCN=C[C@]12CCC(C)(C)C[C@H]1C1=CC[C@@H]3[C@@]4(C)CCC(=O)C(C)(C)[C@@H]4CC[C@@]3(C)[C@]1(C)CC2	107
CC(C)OCCCNCC(=O)Nc1ccc(S(=O)(=O)c2ccc(NC(=O)CNCCCOC(C)C)cc2)cc1	82
O=C(N=Nc1c(O)[nH]c2ccc(Br)cc12)c1ccc2nc(-c3ccc(Cl)cc3)[nH]c2c1	21
CNc1nc2c(s1)C(c1ccc(F)cc1)CC(=O)N2 (stereo unspecified)	98
COc1ccc(C(=O)c2cc(OC)c(OC)c(OC)c2)cc1O	-29*

Fetched one by one from above:
compound	HL-60(TB)
Cn1cc(C(=O)Nc2cc(C(=O)NCCC(=N)N)cn2C)cc1NC(=O)CN=C(N)N	105
COc1ccc(/C=C(\C#N)C(=O)Nc2cc(-c3ccccc3)nn2-c2ccccc2)cc1	95
O=c1[nH]c(=S)n2c(c1-c1ccccc1)OC(CBr)C2 (stereo unspecified)	92
CN1C(=O)N(C)C2C1NN=c1s/c(=C\C=C\c3ccccc3)c(=O)n12 (stereo unspecified)	17

The listing picks up, repeating the 3 entries before the break.
compound	HL-60(TB)
O=C(N=Nc1c(O)[nH]c2ccc(Br)cc12)c1ccc2nc(-c3ccc(Cl)cc3)[nH]c2c1	21
CNc1nc2c(s1)C(c1ccc(F)cc1)CC(=O)N2 (stereo unspecified)	98
COc1ccc(C(=O)c2cc(OC)c(OC)c(OC)c2)cc1O	-29*
Cc1ccc2c(c1)C(C)(C)C(C)(C)C2(C)C	111
CC(C(=O)O)n1c(O)c(C=Nc2cccnc2)sc1=S (stereo unspecified)	82
Cc1ccc(S(=O)(=O)N(C)c2cc(Cl)c(C(=O)O)c(Cl)c2)cc1	70
CC[C@]12C=CCN3CC[C@@]4(c5ccc(OC)cc5N(C)[C@H]4[C@@](O)(C(=O)OC)[C@@H]1OC(=O)CCCN1CCN(C)CC1)[C@@H]32	91
CCN1C(=S)N(CC)C2Nn3c(s/c(=C4\C(=O)Nc5ccccc54)c3=O)=NC21 (stereo unspecified)	89
O=C(c1ccc([N+](=O)[O-])cc1)N1CCN(c2ccnc3cc(Cl)ccc23)CC1	97
CCOC(=O)/C(C#N)=C(O)\C(=C\c1ccc(Cl)cc1)NC(=O)c1ccc(NC(C)=O)cc1	73
S=C1SCCN1Cc1ccccc1	97&87
COc1ccc(/C=C2\C=C(c3ccccc3)N(CCc3ccccc3)C2=O)cc1OC	20
N=C(N)N	95
Nc1cc(F)ccc1NC(=O)c1ccc(NC(=O)C/C=C/c2cccnc2)cn1	11
N#C/C(=C\c1cc(O)c(O)c(O)c1)C(N)=O	70
CCC1(CC)C(=O)NC(=O)NC1(OC)OC	100
